WRN helicase inh: qHTS for Inhibitors of WRN Helicase; Potency, µM (series often up to 114 µM), for inactives: top-dose activity change, negative = inhibition, most hits filed as inhibitors; 360,000 tested, 0.46% active; AID 651768, 2012; Bifunctional 3'-5' exonuclease/ATP-dependent helicase WRN (Homo sapiens), Q14191; WRN helicase unwinding, fluorescent forked duplex, kinetic; note: potency is the fitted concentration of half-maximal effect; % is set by controls: 0 for no effect and ±100 for the full control effect; nearly all actives have a fitted effect of over 55% in size
Target sequence (Q14191 whole entry, looked up): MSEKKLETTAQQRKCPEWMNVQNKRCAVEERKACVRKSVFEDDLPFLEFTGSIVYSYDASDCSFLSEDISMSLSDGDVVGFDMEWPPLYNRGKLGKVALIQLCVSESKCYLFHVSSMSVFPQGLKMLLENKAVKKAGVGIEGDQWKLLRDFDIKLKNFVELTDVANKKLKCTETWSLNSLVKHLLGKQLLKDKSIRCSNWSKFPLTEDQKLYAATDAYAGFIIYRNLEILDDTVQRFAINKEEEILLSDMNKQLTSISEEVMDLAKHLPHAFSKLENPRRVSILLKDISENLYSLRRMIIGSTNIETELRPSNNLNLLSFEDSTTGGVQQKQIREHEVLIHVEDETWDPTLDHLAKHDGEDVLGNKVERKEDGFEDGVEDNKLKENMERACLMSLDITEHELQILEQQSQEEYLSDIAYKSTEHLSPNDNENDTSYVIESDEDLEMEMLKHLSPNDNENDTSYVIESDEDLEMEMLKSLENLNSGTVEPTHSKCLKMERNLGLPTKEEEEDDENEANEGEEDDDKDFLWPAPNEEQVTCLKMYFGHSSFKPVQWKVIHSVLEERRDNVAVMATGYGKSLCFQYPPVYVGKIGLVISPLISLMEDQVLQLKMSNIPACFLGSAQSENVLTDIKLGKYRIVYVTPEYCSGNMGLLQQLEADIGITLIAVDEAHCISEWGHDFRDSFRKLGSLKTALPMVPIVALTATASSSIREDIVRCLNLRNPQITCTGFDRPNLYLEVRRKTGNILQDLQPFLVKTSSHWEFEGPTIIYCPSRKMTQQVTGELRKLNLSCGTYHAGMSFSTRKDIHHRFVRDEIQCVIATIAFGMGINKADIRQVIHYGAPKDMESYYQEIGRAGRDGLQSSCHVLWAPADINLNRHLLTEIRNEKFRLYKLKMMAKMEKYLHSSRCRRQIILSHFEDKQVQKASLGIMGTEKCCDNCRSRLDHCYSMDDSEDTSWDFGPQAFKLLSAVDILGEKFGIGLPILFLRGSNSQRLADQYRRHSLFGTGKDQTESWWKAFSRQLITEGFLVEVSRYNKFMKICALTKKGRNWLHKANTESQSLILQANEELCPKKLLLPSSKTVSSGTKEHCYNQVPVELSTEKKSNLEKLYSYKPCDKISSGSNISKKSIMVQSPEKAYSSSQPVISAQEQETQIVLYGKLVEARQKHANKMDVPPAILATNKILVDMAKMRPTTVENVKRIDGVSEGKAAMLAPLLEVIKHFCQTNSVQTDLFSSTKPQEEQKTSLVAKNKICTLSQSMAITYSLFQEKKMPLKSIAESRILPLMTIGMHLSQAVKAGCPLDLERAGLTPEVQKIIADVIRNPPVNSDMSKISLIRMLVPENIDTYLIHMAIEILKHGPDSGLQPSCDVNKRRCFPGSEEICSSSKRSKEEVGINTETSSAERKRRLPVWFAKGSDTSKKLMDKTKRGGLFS
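Kinetic fluorescence helicase assay: unwinding of a quenched forked DNA duplex (100 nM final) with 2 mM ATP final raises red fluorescence (525/598 nm). Compounds sat 15 min at room temperature with 20 nM WRN beforehand.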
MCF10A rereplic: A quantitative high throughput screen for small molecules that induce DNA re-replication in MCF 10a normal breast cells. MCF 10A DNA re-replication, Hoechst nuclear intensity, 48 h. Potency, µM (titrated, usually from 46.1 µM), inactives show at the highest dose activity, positive = re-replication, usual class: activators. 350,000 tested, 2.9% active. AID 624296, 2012; note: potency is the fitted concentration of half-maximal effect; % of control where 0% means no effect; nearly all actives have a fitted effect of over 50% in size
KB-V1 MDR tox: qHTS assay for MDR1-selective chemotherapeutics: Primary screen using the drug-selected MDR subline cells KB-V1 | KB-V1 MDR cells viability, CellTiter-Glo, 72 h | Potency, µM (highest dose often 46.1 µM), without a hit: at the highest dose activity change, negative = cytotoxicity, usual class: cytotoxic | 400,000 tested, 3.4% active | AID 1347076, 2019; note: potency is the fitted concentration of half-maximal effect; % is set by controls: 0 for no effect and ±100 for the full control effect; nearly all actives have a fitted effect of over 60% in size
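KB-V1 cells (P-gp-expressing MDR subline of KB-3-1) in phenol-red-free DMEM with 10% FBS were exposed to library compounds over a concentration series for 72 h at 37 degrees C. Viability read by CellTiter-Glo luminescence; concentration-effect curves fitted after normalization.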
IL-1B inflam inh: qHTS for Inhibitors of Inflammasome Signaling: IL-1-beta AlphaLISA Primary Screen | THP-1 LPS/ATP IL-1B secretion, AlphaLISA, 16 h; hits give low values | activity change, % at 57.5 µM | 360,000 tested, 4.7% active; in the data active = activity change below about -50%; inconclusive = mostly about -30% to -49%; note: % is set by controls: 0 for no effect and ±100 for the full control effect
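THP-1 cells pretreated 1 hr with compounds (up to 57.5 uM final), then stimulated with LPS (250 ng/mL final) plus ATP (1.25 mM final); secreted IL-1B measured by AlphaLISA after 16 hr, decreased signal indicating inhibition.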
ATXN2 expr inh: Primary qHTS for Inhibitors of ATXN expression; AID 1745845, 2022; HEK-293 ATXN2-luciferase reporter, luminescence, 24 h; 360,000 tested, 0.72% active; Potency, µM (titrated, usually from 57 µM), without a hit: top-dose activity change, negative = inhibition, actives largely listed as inhibitors; note: potency is the fitted concentration of half-maximal effect; % is set by controls: 0 for no effect and ±100 for the full control effect; nearly all actives have a fitted effect of over 55% in size
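ATXN2-luciferase reporter cells (luciferase flanked by upstream and downstream ATXN2 gene portions) were treated 24 h at 37 °C with compounds at up to 57 uM. SteadyGlo luminescence gave expression; GF-AFC fluorescence gave viability.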
SW480 rerep: A quantitative high throughput screen for small molecules that induce DNA re-replication in SW480 colon adenocarcinoma cells; SW480 DNA re-replication, Hoechst DNA content imaging, 48 h; 340,000 tested, 1.8% active; Potency, µM (top dose mostly 46.1 µM), for inactives: at the highest dose re-replication activation, most hits filed as activators; AID 624297, 2012; note: potency is the fitted concentration of half-maximal effect; % of control where 0% means no effect; nearly all actives have a fitted effect of over 55% in size
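Quantitative HTS format with DMSO vehicle controls; 48 hr drug incubation at 37 C, then 40 min Hoechst staining and scanning imager measurement at 405 nm excitation.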
HT1080 IDH1KD tx: qHTS for induction of synthetic lethality in tumor cells producing 2HG: qHTS for the HT-1080-IDH1KD cell line; HT-1080 IDH1 knockdown viability, ATP luminescence, 48 h; Potency, µM (doses to about 46.1 µM), for inactives: at the top dose activity, negative = toxicity, hits mostly cytotoxic; 360,000 tested, 2% active; AID 686971, 2013;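 note: potency is the fitted concentration of half-maximal effect; 0% = DMSO wells and -100% = cell-free medium wells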
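In this qHTS, HT-1080 cells depleted of IDH1 are exposed for 48 h at 37 °C to compound titrations. Toxicity is scored from CellTiter-Glo luminescence, with DMSO as full viability and medium alone as none.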
HT1080-NT tox: qHTS for induction of synthetic lethality in tumor cells producing 2HG: qHTS for the HT-1080-NT fibrosarcoma cell line. HT-1080-NT fibrosarcoma viability, CellTiter-Glo ATP luminescence, 48 h. 360,000 tested, 1.6% active. Potency, µM (top dose mostly 46.1 µM), for inactives: top-dose activity, negative = less viability, usual class: cytotoxic. AID 686970, 2013;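 note: NT is the 2HG producing partner of a matched IDH1 knockdown line; potency is the fitted concentration of half-maximal effect; 0% = DMSO-treated cells and -100% = media-only wells without cells; nearly all actives have a fitted effect of over 55% in size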
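A 48-hour cytotoxicity screen used HT-1080-NT cells plated 2 hours before compound delivery. ATP-based CellTiter-Glo luminescence measured viability, normalized to DMSO and no-cell controls.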
KB-3-1 cytotox: qHTS assay for MDR1-selective chemotherapeutics: Primary screen using the parental adenocarcinoma cell KB-3-1; KB-3-1 viability, CellTiter-Glo ATP luminescence, 72 h; Potency, µM (doses to about 46.1 µM), without a hit: top-dose activity change, negative = cytotoxic, most hits filed as cytotoxic; 400,000 tested, 1.4% active; note: potency is the fitted concentration of half-maximal effect; % is set by controls: 0 for no effect and ±100 for the full control effect; nearly all actives have a fitted effect of over 60% in size
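Using CellTiter-Glo luminescence, growth of non-resistant KB-3-1 adenocarcinoma cells is assessed 72 h after pin-tool compound addition at 37 °C. Normalized responses across the concentration series yield fitted curves.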
Active calls of the source: *; ? = inconclusive; . = not tested or not shown; [ ] = another dose, or the depositor's remark. Unless noted, calls come from the whole dose curve; as a rule, active = well fitted curve in the direction sought with a large enough effect; inconclusive = small, poorly fitted or top-dose-only effect, or another doubt; inactive = no such curve, though single readings can be large; an effect the other way counts as inactive or inconclusive.

Structure	WRN helicase inh	MCF10A rereplic	KB-V1 MDR tox	IL-1B inflam inh	ATXN2 expr inh	SW480 rerep	HT1080 IDH1KD tx	HT1080-NT tox	KB-3-1 cytotox
CCOc1ccc(-c2nnn(CC(=O)NCc3ccc4c(c3)OCO4)n2)cc1	-9.8%	8.4%	-1.9%	-0.8	8.7%	-1.1%[9.22 µM]	-8.7%	-0.3%	-1.0%
CCn1cc([N+](=O)[O-])c(C(=O)N2N=C(c3ccc4ccccc4c3)CC2c2ccccc2O)n1 (stereo not drawn)	-9.4%	?	0.0%	-8.3	?	23.4%	20.6µM*	23.1µM*	?
CC12CCC(C(=O)Nc3cccc(Cl)c3)(C(Br)C1=O)C2(C)C (stereo not drawn)	-19.1%	?	14.6µM*	14.1	0.0%	?	-10.2%	-13.6%	?
Cc1ccccc1C(=O)Nc1c(C)[nH]c(=O)[nH]c1=O	-5.2%[57.1 µM]	-5.3%	?	0.0	7.2%	-13.5%	9.0%	-0.3%	21.7%
COC(=O)CN1C(=O)N/C(=C/c2cc(Cl)c(OC)c(OC)c2)C1=O	8.5%	-2.4%	?	-13.0	-7.5%	-4.1%	-10.3%	-4.2%	19.2%
COc1ccc(NC(=O)CSc2nc(N)c(NC(=O)c3cccs3)c(=O)[nH]2)cc1	-1.1%	-3.7%	-5.8%	1.7	1.0%	-4.5%	-7.3%	2.0%	-11.3%
Cc1cccc(-n2ncc3c(NCc4ccc5c(c4)OCO5)ncnc32)c1	0.1%	-2.0%	17.8%	16.6	.	-28.5%	10.3%	8.5%	1.6%
Cc1cc(=O)n2[nH]c(SCc3c(F)cccc3Cl)nc2n1	-9.7%	-0.9%	7.7%	16.7	34.2%	-8.0%	-11.2%	-18.2%	-7.0%
O=C(Nc1cccc(Oc2ccc(C(=O)O)c(C(=O)O)c2)c1)c1ccc(-c2ccccc2)cc1	?	11.4%	10.0%	9.2	-30.5%	-1.1%	-1.2%	-1.2%	-7.7%
Cc1ccc(-c2nc3cnccn3c2Nc2ccc3c(c2)OCCO3)o1	-5.5%	?	0.8%	49.2	57.1%[activator]	-3.1%	3.1%	5.1%	-0.9%
CC(C)NC(=S)N/N=C/c1ccc2c(c1)OCCO2	?	?	0.0%	-10.0	15.2%	1.8%	-6.7%	0.1%	0.0%
CC(C)(C)/C(O)=C/c1nc2cc(Cl)ccc2oc1=O	-10.1%	?	8.1%	-1.1	-16.5%	22.3%	?	?	-12.3%
COc1ccc(Cl)cc1NC(=O)c1ocnc1C	-9.7%	-10.2%	25.6%	0.0	-2.8%	-3.6%	8.0%	-6.1%	1.6%
CCc1ccc(C(=O)NNC(=S)Nc2ccc(S(N)(=O)=O)cc2)s1	-5.4%[57.1 µM]	-2.1%	12.1%	-9.1	-27.2%	-3.1%	0.0%	12.6%	5.6%
COc1cc(NC(=O)Nc2c(C)n(C)n(-c3ccccc3)c2=O)cc(OC)c1OC	3.4%	1.4%	13.4%	2.2	5.9%	?	15.4%	8.4%	-3.5%
Cc1cc(NC(=O)Cc2ccccc2)nc2c1c(=O)oc1ccccc12	2.8%	-1.8%	2.7%	12.3	-25.4%	-0.4%	3.5%	-0.5%	-3.9%
CCOc1ccc(-n2c(SCC(=O)Nc3ccc4c(c3)OCCO4)nc3c(c2=O)SCC3)cc1	1.5%	2.1%	24.5%	-24.9	-27.9%	11.4%	12.1%	0.5%	1.2%
N#Cc1cnc2cc(-c3ccccc3)nn2c1N	-10.5%	12.7%	2.59µM*	-1.9	39.4%[activator]	-19.3%	?	?	?
O=C(CC(SCCO)c1ccc(F)cc1)c1ccco1 (stereo not drawn)	-5.6%	20.6µM*	2.3%	-26.9	-1.3%	?	7.9%	0.9%	0.0%
COc1cccc(NS(=O)(=O)c2ccc3[nH]cc(C(=O)NCCCOC(C)C)c(=O)c3c2)c1	-10.3%	5.7%	6.9%	48.9	-17.0%	4.0%	?	-19.8%	-2.5%
COc1ccc(NC(=S)NC(=O)c2cncc(Br)c2)c(OC)c1	0.5%	-15.8%	-4.9%	42.1	3.0%	0.7%	13.5%	3.1%	14.1%
CCOc1ccc(C(=O)Nc2ccccc2N2CCOCC2)cc1	-9.7%	11.6%	-1.9%	-21.3	-34.7%	-1.1%	7.8%	3.7%	-4.7%
CC(C)n1nnnc1SCC(=O)NNC(=O)C1CCCCC1	-1.1%	-6.6%	0.7%	28.7	0.3%	-4.2%	-16.9%	21.5%	2.7%
O=C(NCc1ccccc1OC(F)(F)F)C1CCC(=O)N(CCc2ccccn2)C1 (stereo not drawn)	-9.6%	-8.5%	-16.2%	-9.4	5.4%	-1.4%	14.0%	16.2%	-3.9%
COC(=O)/C(C#N)=C/c1c[nH]c2ccccc12	-13.2%	-1.4%	15.8%	57.9	37.3%[activator]	-8.7%	-7.6%	-26.4%	5.7%

Continued.
Structure	WRN helicase inh	MCF10A rereplic	KB-V1 MDR tox	IL-1B inflam inh	ATXN2 expr inh	SW480 rerep	HT1080 IDH1KD tx	HT1080-NT tox	KB-3-1 cytotox
CCCOc1ccc(NC(=O)CC2C(=O)N(CC)C(=S)N2Cc2cccs2)cc1 (stereo not drawn)	4.3%	7.7%	14.6µM*	-4.0	-5.3%	17.3%	20µM*	?	?
O=C(NCc1ccco1)C12CN(Cc3ccccc3)CC1C(c1cccc([N+](=O)[O-])c1)=NO2 (stereo not drawn)	-0.3%	-4.0%	0.4%	-25.0	-4.8%	-3.6%	-5.3%	-2.3%	-16.0%
O=C(NC(=S)N1CCN(c2nc(-c3ccccc3)cs2)CC1)c1cncc(Br)c1	-9.9%	20.6µM*	?	51.3	?	16.4µM*	-15.5%	-15.7%	?
CC1(C(=O)NC2CCN(Cc3ccccc3)CC2)CCN1Cc1ccc2ccccc2c1 (stereo not drawn)	6.0%[57.1 µM]	.	?	0.0	?	.	?	?	?
O=C(/C=C/c1ccc(F)cc1)Nc1ccc2[nH]c(=O)[nH]c2c1	-5.2%	?	17.1%	12.6	2.6%	-2.8%	0.8%	7.4%	4.2%
COC(=O)c1ccc(/C=N/N2CCN(Cc3ccc(Cl)cc3)CC2)cc1	0.8%	-0.4%	-20.6%	0.0	-26.6%	-4.8%	-3.0%	-0.6%	-2.0%
CNC(=O)c1ccsc1NC(=O)c1sc2ccccc2c1Cl	-21.8%	29.1µM*	-29.3%	-1.3	5.4%	?	-15.9%	?	-0.4%
CC1CCCCN1S(=O)(=O)c1ccc([N+](=O)[O-])cc1 (stereo not drawn)	8.6%	2.3%	-11.1%	-5.8	.	-6.5%	1.0%	5.0%	-0.1%
O=C(c1cccnc1Nc1ccc2c(c1)CCC2)N1CCOCC1	55.7%[activator][57.1 µM]	-4.1%	-5.5%	-3.4	4.7%	0.0%	7.3%[9.24 µM]	-11.3%	3.3%
O=C(NCc1ccccc1)/C(=C/c1ccco1)NC(=O)c1ccco1	5.6%	-2.0%	-11.8%	7.5	-6.8%	-2.7%	8.7%	21.9%	0.0%
O=C(Nc1ccc2c(c1)C(=O)NC2=O)c1ccccc1	3.1%	-2.3%	14.8%	42.1	9.3%	-1.3%	20.5%	14.1%	17.3%
CCOC(=O)C(C)OC(=O)C1=C(C)NC(=O)NC1c1ccc2c(c1)OCO2 (stereo not drawn)	2.5%	-8.9%	-2.4%	50.3	-26.9%	-6.7%	-0.2%	5.7%	-13.2%
CC(=O)N(CCC1(C(C)C)CCOC(C)(C)C1)Cc1ccco1 (stereo not drawn)	-2.2%	0.8%	11.6µM*	-4.2	-4.0%	-2.0%	-1.7%	-3.2%	15.4%
C#CCN(C)CC/C=C1\c2ccccc2CSc2ccccc21	-1.8%	?	0.0%	-7.9	-13.6%	16.4µM*	?	-27.1%	-4.8%
COc1cc(NS(=O)(=O)c2ccc(NC(=O)c3ccc(C)o3)cc2)nc(OC)n1	-4.3%	1.3%	-21.8%	1.4	-2.9%	-5.2%	5.5%	14.9%	6.5%
Cc1sc(NC(=O)CSc2nnc(-c3ccc(F)cc3)o2)c(C#N)c1C	-16.0%	?	-3.3%	47.9	-15.8%	-9.6%	13.6%	0.1%	1.5%
Cn1c(=S)c2[nH]c(SCC3CCCO3)nc2n(C)c1=O (stereo not drawn)	-28.6%	3.5%	0.0%	-87.6*	-25.4%	?	-7.9%	0.4%	?

An excerpt from above, showing only WRN helicase inh and MCF10A rereplic:
compound	WRN helicase inh	MCF10A rereplic
COC(=O)/C(C#N)=C/c1c[nH]c2ccccc12	-13.2%	-1.4%
CCCOc1ccc(NC(=O)CC2C(=O)N(CC)C(=S)N2Cc2cccs2)cc1 (stereo not drawn)	4.3%	7.7%
O=C(NCc1ccco1)C12CN(Cc3ccccc3)CC1C(c1cccc([N+](=O)[O-])c1)=NO2 (stereo not drawn)	-0.3%	-4.0%
